Screening results deposited in PubChem by National Center for Advancing Translational Sciences (NCATS).
HCMV antiviral – blocks human cytomegalovirus replication; HFF cells, HCMV-luciferase reporter, 72 h; hits give low values; activity change, negative = inhibition, % at 57.5 µM; actives 4.5% (n = 410,000); AID 1259415; in the data active means activity change below about -60%; inconclusive means no clear call, values can overlap the other calls; inactive means above about -39%
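Inhibition of viral replication was scored as loss of reporter luminescence in HFFs infected with HCMV-luciferase (MOI 1 PFU/cell) for 72 h; compounds tested at 2 doses, normalized to buffer and Salinomycin controls.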
Giardia FBPA inh – inhibitors of Giardia lamblia fructose-1,6-bisphosphate aldolase; A8B2U2; purified Giardia FBPA; Potency, µM (series often up to 59.6 µM), for inactives: at the highest dose activity, negative = inhibition, usual class: inhibitors; actives 0.71% (n = 290,000); AID 2451; further: potency means the concentration at half of the fitted maximal effect; nearly all actives have a fitted effect of over 55% in size
Target sequence (A8B2U2 whole entry, looked up): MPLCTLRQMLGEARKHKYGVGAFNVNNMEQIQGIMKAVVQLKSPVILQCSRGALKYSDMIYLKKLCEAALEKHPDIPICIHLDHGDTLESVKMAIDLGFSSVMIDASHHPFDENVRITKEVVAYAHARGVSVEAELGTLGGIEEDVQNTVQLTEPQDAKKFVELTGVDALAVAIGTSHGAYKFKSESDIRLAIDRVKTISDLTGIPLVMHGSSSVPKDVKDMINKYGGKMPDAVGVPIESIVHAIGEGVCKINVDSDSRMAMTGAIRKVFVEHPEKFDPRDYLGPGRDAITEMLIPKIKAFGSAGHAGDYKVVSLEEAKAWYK
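40 nM FBPA preincubated 10 min at RT with compound (up to 57.5 uM final), then substrate plus GAPDH/TPI/NAD/arsenate coupling and diaphorase/resazurin added. Fluorescence read after 20 min at RT, 525/598 nm.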
AMA1-RON2 inh – inhibitors of Plasmodium falciparum AMA1-RON2 interaction; AlphaScreen AMA1-biotinylated RON2 peptide binding; Potency, µM (doses to about 58.2 µM), inactives show top-dose activity change, negative = inhibition, usual class: inhibitors; actives 0.2% (n = 360,000);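 further: potency means the concentration at half of the fitted maximal effect; 0% = vehicle wells and -100% = peptide control; nearly all actives have a fitted effect of over 45% in size; some results filed as inactive show a strong effect at the top dose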
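AMA1 (3D7) with his tag at 25 nM final met compounds first, then biotinylated RON2 peptide at 25 nM; detection used donor plus acceptor beads, 10 µg/mL apiece, read by AlphaScreen after 30 min at room temperature.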
AmpC inh detg – blocks E. coli AmpC beta-lactamase in detergent assay | Potency, µM (doses to about 114 µM), without a hit: at the top dose activity change, negative = inhibition, most hits filed as inhibitors | actives 0.041% (n = 370,000) | AID 485294 | AmpC hydrolysis of nitrocefin, absorbance 480 nm, 0.01% Triton | P00811;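 further: potency means the concentration at half of the fitted maximal effect; 0% = no-compound wells and -100% = no-enzyme wells; nearly all actives have a fitted effect of over 25% in size; some results filed as inactive show a strong effect at the top dose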
Target sequence (P00811 whole entry, looked up): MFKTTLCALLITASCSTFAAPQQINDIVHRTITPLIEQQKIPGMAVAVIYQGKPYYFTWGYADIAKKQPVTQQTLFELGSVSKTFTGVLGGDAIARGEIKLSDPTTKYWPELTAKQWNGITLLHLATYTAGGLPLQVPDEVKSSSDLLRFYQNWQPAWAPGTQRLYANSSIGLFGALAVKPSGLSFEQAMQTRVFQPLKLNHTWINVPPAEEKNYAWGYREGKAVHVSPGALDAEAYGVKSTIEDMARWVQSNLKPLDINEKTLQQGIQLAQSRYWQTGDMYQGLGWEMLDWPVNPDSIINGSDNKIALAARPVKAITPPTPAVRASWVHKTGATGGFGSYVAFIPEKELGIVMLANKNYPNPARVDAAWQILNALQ
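20 mM phosphate pH 7.0 + 0.01% (detergent screen) or 0.0001% Triton X-100; 5.3 nM AmpC reagent; cpd preinc 15 min RT; nitrocefin (800 uM stock) to start; A480 q20 s × 4 min; Activity was normalised to no-enzyme and no-compound control wells.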
Sm TGR inh – S. mansoni TGR enzyme inhibition; Q962Y6; purified TGR, DTNB reduction, TNB absorbance 405 nm; Potency, µM (titrated, usually from 114 µM), for inactives: top-dose activity change, negative = inhibition, actives largely listed as inhibitors; actives 3% (n = 360,000); AID 485364; further: potency means the concentration at half of the fitted maximal effect; nearly all actives have a fitted effect of over 60% in size
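TGR 20 nM + NADPH 100 uM (dispensed conc.), cpd preinc 15 min RT; start with NADPH (500 uM addition) then DTNB (15 mM addition). Kinetic TNB absorbance, 405 nm filter. Four-parameter Hill fit across titration.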
AmpC inh no detg – AmpC beta-lactamase inhibition without detergent. AmpC nitrocefin hydrolysis, absorbance 480 nm, 0.0001% Triton. AID 485341. actives 0.52% (n = 330,000). Potency, µM (series often up to 57.1 µM), for inactives: at the top dose activity change, negative = inhibition, actives largely listed as inhibitors;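 further: potency means the concentration at half of the fitted maximal effect; plate controls were no compound for no effect and no enzyme for full effect; nearly all actives have a fitted effect of over 20% in size; some results filed as inactive show a strong effect at the top dose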
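20 mM phosphate pH 7.0 + 0.01% (detergent screen) or 0.0001% Triton X-100; 5.3 nM AmpC reagent; cpd preinc 15 min RT; nitrocefin (800 uM stock) to start; A480 q20 s × 4 min; Activity was normalised to no-enzyme and no-compound control wells.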
* hit, by the source's call; ? = inconclusive; / = no result given; [ ] = remark or other dose. Unless noted, the call rests on the fitted dose curve; in most records, active means well fitted curve in the direction sought with a large enough effect; inconclusive means small, poorly fitted or top-dose-only effect, or another doubt; inactive means no such curve, though single readings can be large; an effect the other way counts as inactive or inconclusive. Unless noted, on the % scale 0 is the no-effect control and ±100 the full control effect.

mol	HCMV antiviral	Giardia FBPA inh	AMA1-RON2 inh	AmpC inh detg	Sm TGR inh	AmpC inh no detg
Cn1c(NC(=O)/C=C\c2ccccc2)cc(=O)n(C)c1=O	52	2%	-7%	2%	0%	-16%
Cc1ccc(CNS(=O)(=O)c2ccc(F)c(F)c2)n1C	-20	-10%	-4%	-2%	20µM*	-16%
Cc1nn(-c2ccccc2)c(Cl)c1/C=N/Nc1ccc(Cl)c(C(=O)O)c1	139	1%	-13%	?	-18%	-19%
CCC1(CC)NC(=O)N(Cc2nc3ccccc3s2)C1=O	0	1%	-14%	-4%	2%	-1%[11.4 µM]
COC(=O)c1cc(OC)c(OC)cc1NCC(=O)Nc1ccc(OC)c(OC)c1	-21	-22%	?	3%	-1%	-16%
O=C(CCCCCNc1nc(=S)[nH]c2ccccc12)N1CCN(c2ccccn2)CC1	?	-1%	/	-14%	2%	-16%
O=C1c2ccccc2C(Nc2ccc(Cl)cn2)N1Cc1ccccc1 (centres undefined)	11	2%	-6%	-14%	9%	9%
CC(C)NC(=S)NCc1cccnc1	3	-3%	9%	-4%	1%	-11%
COc1ccc(OC)c(S(=O)(=O)NC(N)=NCCc2ccccc2)c1	-16	5%	2%	5%	-1%	-11%
COc1ccccc1/C=C/C(=O)NNC(=O)c1cccs1	-29	15%	86%[activator]	-2%	21%	-19%
O=C(c1nc2ccc(Cl)cn2c1CNCCc1cnccn1)N1CCCCCCC1	31	-6%	24%	-1%	7%	6%
CC[C@]12c3[nH]c4cc(-c5ccco5)ccc4c3CCN1C(=O)[C@@H](CC(=O)NCCCOC)C[C@@H]2C(=O)N1CCN(C(=O)C2CC2)CC1	-5	/	-10%	/	/	239%[activator]
COC(=O)c1ccc(OC(=O)CCN2c3ccccc3Sc3ccccc32)cc1	42	-4%	-29%	-6%	5%	-30%
Cc1c(C=C2C(=O)c3ccccc3C2=O)cc(C#N)n1C	/	0%	-3%	-2%	-10%	-13%
CCOC(=O)Cn1c(=O)n(-c2ccc(Cl)cc2)c2nc(-c3ccc(Cl)cc3)nc(C(N)=O)c21	-5	/	/	1%	-4%	/
Fc1ccc(CSc2ncnc3c2oc2ccccc23)cc1	-20	4%	11%	-5%	-5%	-7%
Cc1ccc(OCC(=O)Nc2cccnc2Cl)cc1C	-61*	-1%	2%	-8%	10%	-24%
N/C(=N\OC(=O)c1ccccc1F)c1cccc([N+](=O)[O-])c1	59	-2%	1%	6%	2%	-9%
O=C(CSCc1ccc(Cl)cc1)Nc1nccs1	-29	-6%	-6%	-4%	2%	-22%
CC(C)(C)c1ccc(C(=O)Nc2ccc(C(=O)NCc3cccnc3)cc2)cc1	-7	?	-4%	-7%	-11%	97%[activator]
CCn1nc(C)cc1C(=O)N1CCCC(N2CCN(c3cccc(Cl)c3)CC2)C1 (centres undefined)	-37	/	/	5%	2%	217%[activator]
Cc1cc(C)c(NC(=O)Nc2ccc3c(c2)OCO3)c(C)c1	69	-2%	14%	?	4%	-5%
Cc1ccc(/C(O)=C2\C(=O)C(=O)N(CCc3c[nH]c4ccccc34)C2c2cccnc2)cc1 (centres undefined)	0	19%	-7%	0%	10%	-19%
CC(C)C(c1nnnn1C1CCCC1)N1c2ccccc2CC1C (centres undefined)	-20	-3%	1%	-1%	7%	29%
COc1cccc(CNC(=O)Cn2c(=O)oc3cc(S(=O)(=O)N4CCC(C)CC4)ccc32)c1	-16	/	/	2%	9%	/
COc1ccc(C(=O)NC(=S)Nc2cccc(NC(=O)c3ccco3)c2)cc1[N+](=O)[O-]	-32	2%	26%	-10%	-29%	-8%
O=C(Nc1ccc(OCC(=O)N2CCOCC2)cc1)c1cc(F)c(F)cc1Cl	4	4%	-5%	?	4%	2%
CCCCCOC(=O)CSc1nc2sc3c(c2c(=O)n1Cc1ccccc1)CC(C)(C)OC3	5	/	/	3%	8%	/
COc1cc(NC(=O)CC(C)S(=O)(=O)c2cc3c4c(c2)CCN4C(=O)CC3)cc(OC)c1 (centres undefined)	-2	/	/	1%	3%	/
COc1ccc(S(=O)(=O)CCC(=O)Nc2c(C)cccc2C)cc1	14	9%	-5%	-4%	40µM*	-5%

3 structures from above, ordered by molecular weight, highest first.
mol	HCMV antiviral	Giardia FBPA inh	AMA1-RON2 inh	AmpC inh detg	Sm TGR inh	AmpC inh no detg
COc1ccc(S(=O)(=O)CCC(=O)Nc2c(C)cccc2C)cc1	14	9%	-5%	-4%	40µM*	-5%
CC(C)C(c1nnnn1C1CCCC1)N1c2ccccc2CC1C (centres undefined)	-20	-3%	1%	-1%	7%	29%
Fc1ccc(CSc2ncnc3c2oc2ccccc23)cc1	-20	4%	11%	-5%	-5%	-7%

Other structures.
mol	HCMV antiviral	Giardia FBPA inh	AMA1-RON2 inh	AmpC inh detg	Sm TGR inh	AmpC inh no detg
C[C@@]12C(=O)N(CCc3c[nH]c4ccccc34)CC(=O)N1[C@H]1c3ccccc3OC[C@@H]1[C@@H]2c1ccccc1	3	/	-22%	4%	-1%	0%
CCOC(=O)C1CCN(C(=O)c2ccccc2NC(=O)c2nsc3ccccc23)CC1	0	/	/	0%	13%	/
O=CNC(n1cnc2c(N3CCOCC3)ncnc21)C(Cl)(Cl)Cl (centres undefined)	-10	0%	5%	-5%	-2%	-1%
CC(=O)c1c(OCC(=O)N(C)C2CCCCC2)ccc2c(C)cc(=O)oc12	?	/	-19%	/	/	-6%
CSCCC1C(=O)OC2(C)CC(C)(C)NC(=S)N12 (centres undefined)	38	-4%	-4%	-11%	-10%	-6%
COc1cc(C2c3c(-c4ccccc4O)n[nH]c3C(=O)N2CCO)ccc1OCC(C)C (centres undefined)	20	/	/	19%	1%	/
Cc1ccc(N2CC(C(=O)OCC(=O)c3ccc[nH]3)CC2=O)cc1 (centres undefined)	-10	/	12%	-12%	-5%	-32%
O=C(COC(=O)Cc1ccc(Cl)cc1)Nc1c(F)cccc1F	-31	1%	24%	7%	-3%	-25%
O=C(Cc1cccs1)Nc1ccc2c(c1)C(=O)OC2	19	6%	10%	-10%	-6%	-20%
COCC1CCCN(C(=O)c2ccc3oc(C(C)C)nc3c2)C1 (centres undefined)	13	-9%	-14%	-8%	-4%	-12%
Cc1ccnc(NC(=O)c2ccccc2[N+](=O)[O-])c1	25	1%	0%	1%	9%	-18%
CCN(C(=O)CSc1nc2ccccc2n1CC(=O)Nc1cccc(C#N)c1)c1ccccc1	-3	/	/	-11%	1%	/
CCCC[N+]12C3C[C@H](C4[C@H](O)[C@]5(C[C@@H]41)c1ccccc1N(C)[C@@H]35)[C@H](CC)[C@H]2O (some centres undefined)	9	7%	2%	-6%	0%	-21%
COCC(C)n1c(C)cc(C(=O)COC(=O)c2n[nH]c3ccccc23)c1C (centres undefined)	38	-2%	-17%	-11%	-2%	41%
CCOC(=O)c1ccc(NC(=O)CSc2nc3c(c(=O)n2-c2ccccc2OC)SCC3)cc1	12	-17%	-3%	?	1%	-22%
CC(=O)Nc1ccc(Nc2ncnc3c2cnn3-c2ccc(C)cc2C)cc1	0	-4%	1%	3%	-17%	-8%
COCC(=O)N(C)C[C@H]1N[C@@](C)(C(=O)OC)[C@H]2C(=O)N(C)C(=O)[C@@H]12	13	/	8%	/	/	-4%
CCOc1ccc(-n2c(N)c(C(=O)N3CCN(C)CC3)sc2=S)cc1	-9	-5%	-8%	-4%	1%	2%
Cc1ccc(SCCC(=O)Nc2ccccc2C(=O)NC2CCCCC2)cc1	-6	2%	-19%	-2%	-22%	-6%
NC(=O)Cc1ccc(C(=O)c2ccc(Cl)cc2)s1	-30	2%	2%	-3%	-5%	-22%
CCN(Cc1cc(=O)[nH]c2ccccc12)C(=O)c1ccc(C)cc1	29	3%	-2%	-1%	3%	-1%
CC(C)c1ccc(S(=O)(=O)/N=C2\C=C(NS(=O)(=O)c3ccccc3)C(=O)c3ccccc32)cc1	-31	?	?	-4%	?	-51%
O=c1[nH]c2ccccc2nc1C(Cl)c1ccccc1 (centres undefined)	/	4%	/	-12%	36%	-28%
Cc1ccc(-n2c(C3CC3c3ccc(Cl)cc3)n[nH]c2=S)cc1 (centres undefined)	-30	9%	48%[activator]	2%	-1%	-20%
O=C(Nc1ccccc1Oc1cccnc1)C1CCCN(Cc2ccccc2O)C1 (centres undefined)	2	18%	1%	1%	12%	12%
O=C(COc1cccc2ccccc12)Nc1ccc(Cl)cc1C(=O)O	7	/	2%	-2%	7%	-29%
COc1cc(C(=O)N2CCN(c3cccc(C)c3C)CC2)ccc1OCC(=O)N1CCOCC1	0	/	69%[activator]	3%	0%	259%[activator]
COC(=O)c1ccc(C)c(NC(=S)NCc2ccc(Cl)cc2)c1	29	3%	6%	2%	-20%	-11%
COc1ccc(/C(O)=C2/C(=O)C(=O)N(CCCN3CCOCC3)C2c2ccc(C)cc2)cc1 (centres undefined)	7	10%	-3%	?	-15%	118%
CC(C)(C)OC(=O)N1CCCC(C(=O)Nc2ccc(C(=O)N3CCCCC3)cc2)C1 (centres undefined)	?	/	-3%	/	/	116%[activator]
Cc1cc(C)c(-n2c(C)cc(/C=C3/NC(=O)NC3=O)c2C)c(C)c1	?	-5%	-4%	-2%	-14%	-11%
COc1ccc(N2CCC(CNC(=S)Nc3cccc(OC)c3)C2)cc1 (centres undefined)	-18	-20%	/	-13%	-18%	-29%
COc1cc(CN(C(=O)c2ccccc2F)C2CCS(=O)(=O)C2)cc(OC)c1OC (centres undefined)	7	/	/	-2%	6%	/
COC(=O)c1cn(NC(=O)c2cc([N+](=O)[O-])ccc2F)c(=O)c2ccccc12	-97*	-1%	6%	1%	6%	-33%
CC1CCCCN1S(=O)(=O)c1ccc(C(=O)Nc2nnc(-c3ccncc3)o2)cc1 (centres undefined)	-71*	5µM*	66%[activator]	-2%	-6%	-27%
CCOc1ccc(CCNC(=O)COC(=O)/C=C/c2cccc(OC)c2)cc1OCC	-8	/	-16%	0%	-9%	38%
CCNC(=O)N(CC)C[C@H]1N[C@@](Cc2ccccc2)(C(=O)OC)[C@H]2C(=O)N(Cc3ccccc3)C(=O)[C@@H]12	9	/	0%	/	/	96%[activator]
CCOC(=O)CC1CCCCN1C(=O)CCCn1nnnc1CN1CCOCC1 (centres undefined)	5	/	-11%	2%	-4%	-4%
